Hck-Nef inh = inhibitors of Nef-activated human Hck kinase, primary screen, biochemical, Z-Lyte FRET, 384-well, Hck-YEEI | Tyrosine-protein kinase HCK (Homo sapiens), P08631 | Recombinant Hck-YEEI plus Nef, Z-Lyte FRET kinase assay | inhibition, % at 20 µM | 0.68% of 220,000 active | AID 463187, 2010;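 active = Hck-Nef kinase inhibition above about 50%, limit read from the data; inactive = inhibition below that limit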;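 note: 0% = DMSO with Hck plus Nef and 100% = Hck alone without Nef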
Target sequence (P08631 whole entry, looked up): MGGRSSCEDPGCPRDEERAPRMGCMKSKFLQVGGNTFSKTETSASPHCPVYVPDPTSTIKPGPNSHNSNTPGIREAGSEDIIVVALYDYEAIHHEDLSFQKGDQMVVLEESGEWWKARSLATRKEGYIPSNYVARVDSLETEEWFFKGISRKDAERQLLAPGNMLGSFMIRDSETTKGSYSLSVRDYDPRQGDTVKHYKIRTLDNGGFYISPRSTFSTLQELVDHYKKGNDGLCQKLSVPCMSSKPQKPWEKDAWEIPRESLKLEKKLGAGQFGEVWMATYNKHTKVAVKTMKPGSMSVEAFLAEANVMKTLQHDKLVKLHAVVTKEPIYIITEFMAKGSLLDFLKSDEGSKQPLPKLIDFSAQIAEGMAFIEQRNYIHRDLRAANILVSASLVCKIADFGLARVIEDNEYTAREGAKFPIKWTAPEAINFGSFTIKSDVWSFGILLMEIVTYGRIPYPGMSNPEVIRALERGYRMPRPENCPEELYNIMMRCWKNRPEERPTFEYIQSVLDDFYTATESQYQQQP
Runt-CBFb FRET = inhibitors of RUNX1 Runt–CBFb binding, primary screen, biochemical, FRET, Cerulean-Runt, Venus-CBFb, uHTS. Runt-related transcription factor 1 (Homo sapiens) + Core-binding factor subunit beta …. Cerulean-Runt/Venus-CBFb FRET ratio 530/480, 1 h. inhibition, % at 20 µM. 0.46% of 220,000 active;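 active = inhibition over about 50% at 20 µM in the single-dose screen, limit read from the data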;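 note: 0% = DMSO wells and 100% = excess unlabeled CBFb competitor control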
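Measured by: fluorescence energy transfer, 422 nm excitation, 530/480 nm emission; test system: Cerulean-tagged RUNX1 Runt domain (FRET donor) fusion protein; buffer or medium: Tris pH 7.5 buffer with BSA; compound: one dose, 20 µM compound, 1% DMSO; times: two 1 h room-temperature incubations shielded from light; benchmarks: unlabeled CBFb 5 µM, positive control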
Mdm2 ligase inh = MDM2-luciferase reporter signal enhancers, primary screen, MDM2 E3 ligase inhibitor project, cell-based, luminescence, 1536-well. signal enhancement, % at 5 µM. 0.11% of 210,000 active. AID 1230, 2008. cell-based MDM2 ubiquitination luciferase reporter, 2 h; 0 = plate control, 100 = twice control, blank-subtracted;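 active = signal enhancement of 30% or more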;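 note: luminescence tracks abundance of the self-degrading MDM2-luciferase fusion protein; higher signal means inhibition of MDM2 E3 ligase activity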
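Assay system: mammalian cells stably expressing self-ubiquitinating, self-degrading MDM2 E3–luciferase fusion. Quantity: 2000 cells in each well. Medium: DMEM culture medium. Compound dosing: single-point 5 µM. Timing: cell settling 4 h, compound treatment 2 h, both 37 °C. Technique: luciferase luminescence. Read-out basis: percent signal gain over controls, blank-subtracted. Benchmarks: plate controls and plate blanks.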
EBV gp42 block = Epstein-Barr virus gp42 inhibitors, primary screen, biochemical, uHTS, fluorescence polarization; Glycoprotein 42 (Epstein-Barr virus (strain AG876)), Q1HVG2; inhibition, % (tested at 21.74 µM); Fluorescence polarization binding assay, mP read-out; 0.42% of 220,000 active; in the data active = inhibition above about 50%
p47phox inh = p47phox/p22phox peptide binding inhibitors, primary screen, biochemical, uHTS, NADPH oxidase regulatory subunit. Neutrophil cytosol factor 1 (Homo sapiens), P14598. inhibition, % at 24.7 µM. 0.53% of 220,000 active. fluorescence polarization, 2 h;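 active = inhibition above about 30%, limit read from the data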;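 note: 0% = p47phox with labelled peptide and 100% = labelled peptide alone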
Target sequence (P14598 whole entry, looked up): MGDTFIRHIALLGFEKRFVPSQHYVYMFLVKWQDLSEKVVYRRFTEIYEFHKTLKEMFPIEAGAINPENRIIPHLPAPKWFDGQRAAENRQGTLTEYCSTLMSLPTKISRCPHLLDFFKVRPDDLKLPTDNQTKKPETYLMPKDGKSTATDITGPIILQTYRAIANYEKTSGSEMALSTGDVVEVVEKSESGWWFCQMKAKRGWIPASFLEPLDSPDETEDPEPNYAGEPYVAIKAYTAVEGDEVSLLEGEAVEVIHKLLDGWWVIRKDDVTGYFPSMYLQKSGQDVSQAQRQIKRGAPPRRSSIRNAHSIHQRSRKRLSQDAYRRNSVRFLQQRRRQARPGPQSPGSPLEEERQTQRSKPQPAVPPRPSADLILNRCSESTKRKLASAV
Runt-SMMHC FRET = inhibitors of RUNX1 Runt–CBFb-SMMHC binding, primary screen, biochemical, FRET, Cerulean-Runt, Venus-CBFb-SMMHC, uHTS | 0.74% of 220,000 active | inhibition, % at 20 µM | Runt-related transcription factor 1 (Homo sapiens) + Core-binding factor subunit beta … | Cerulean-Runt/Venus-CBFb-SMMHC FRET ratio 530/480, 1 h;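 active = mean inhibition across duplicate retests at 20 µM reaching about 50%, limit read from the data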;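 note: 0% = DMSO wells and 100% = wells with excess untagged CBFb-SMMHC; inhibitors lower the FRET ratio by blocking Runt binding to CBFb-SMMHC; some results filed as inactive read as strong as hits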
zVAD death inh = inhibitors of zVAD-triggered necroptosis, primary screen, L929 cells | AID 1377, 2008 | L929 zVAD necroptosis rescue, ATP luminescence, 24 h; with zVAD 60 µM | 0.38% of 220,000 active | viability rescue, % at 10 µM;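 active = activation, scaled between plate controls, above about 75%, limit read from the data; inactive = activation under that limit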;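 note: 0% = zVAD with DMSO and 100% = DMSO alone without zVAD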
14-3-3 Bad inh = inhibitors of 14-3-3 zeta/Bad binding, primary screen, biochemical, TR-FRET, bovine 14-3-3 zeta | inhibition, % at 21.7 µM | 14-3-3 protein zeta/delta (Bos taurus), P63103 | TR-FRET 14-3-3zeta/Dy647-pBad peptide displacement, 1 h | 0.71% of 220,000 active;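 active = inhibition above about 70%, limit read from the data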;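 note: 0% = full 14-3-3 plus peptide FRET controls and 100% = background without 14-3-3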
Tb hexokinase = Trypanosoma brucei hexokinase 1 inhibitors, primary screen, biochemical, G6PDH-coupled NADH absorbance, MLSCN library; hexokinase 1 [Trypanosoma brucei]; inhibition, % at 10 µM; recombinant TbHK1, G6PDH-coupled NADH A340; 0.11% of 220,000 active;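 active = inhibition of 50% or more in the single-dose primary screen; inactive = inhibition below 50%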
Active calls of the source: *; . = no result given; + = active, no number; [ ] = dose if it differs, or a comment. Random draw from the library (roughly 3.2% active in at least one column).

SMILES,Hck-Nef inh,Runt-CBFb FRET,Mdm2 ligase inh,EBV gp42 block,p47phox inh,Runt-SMMHC FRET,zVAD death inh,14-3-3 Bad inh,Tb hexokinase
Cc1ccc(C(=O)C2=C(O)C(=O)N(c3ncccn3)C2c2ccc(Cl)cc2)o1 (centres undefined),7.5,-2.0,.,-8.1,-12.8,-12.5,0.1,6.9[fluorescence artefact?],-12.8
COc1ccc(C)cc1S(=O)(=O)Nc1cccc(Cl)c1Cl,4.8,0.7,0.3,1.5,-16.4,2.2,-0.2,-10.0,4.5
Cc1cc(C(=O)NCc2ccc(Cl)cc2)n(-c2ccccc2)n1,-9.0,1.0,-7.0,4.2,6.0,0.9,-0.5,-3.0,-10.6
Cc1ccccc1C1C(C#N)=C2N=C(N)c3c(sc4c3CCCCC4)N2C2=C1C(=O)CC(C)(C)C2 (centres undefined),0.2,.,-6.1,12.6,-24.5,-23.0,0.4,-19.8,11.2
CCN=C(Nc1ccc2c(c1)OCO2)SC1CC(=O)N(c2ccccc2F)C1=O (centres undefined),-0.4,-0.6,-12.3,6.4,42.2*,2.4,0.0,-7.7,3.7
Cc1cccc(Nc2cc(C)c3c(O)cccc3n2)c1C,-4.8,1.8,.,-5.8,-18.6,-3.5,.,-8.8,-6.4
CO/N=C/NC(=O)c1c(OC)ccnc1Oc1ccc(Cl)cc1,-1.2,-0.9,-7.2,-14.4,-15.9,0.7,0.1,15.4,0.4
CC(C)N1CCN(Cc2cn[nH]c2C2CCCCC2)CC1CCO (centres undefined),8.6,0.4,-2.4,-6.7,4.8,-4.8,-0.7,-14.4,-2.6
CCOC(=O)C1(S(=O)(=O)c2ccccc2)CCN(Cc2ccc(Cl)cc2)CC1,1.6,-3.6,-14.2,-14.2,0.3,-7.1,0.5,8.3,-0.6
COc1ccc(NC(=O)c2cc(C)cc(C)c2)cc1[N+](=O)[O-],0.1,2.8,0.5,-14.5,-9.4,-4.5,1.7,2.5,0.1
Cc1cc(C)n(-c2nc3ccccc3[nH]c2=O)n1,5.4,1.3,-17.8,1.9,-6.9,-1.7,0.1,6.2,-19.2
Cn1c(COc2ccccc2)nnc1SCC(=O)NCc1ccccc1,-0.6,-2.0,1.4,-5.3,-0.3,-1.3,-0.1,7.3[fluorescence artefact?],-8.5

The list goes on, starting with the last 2 of the part before.
SMILES,Hck-Nef inh,Runt-CBFb FRET,Mdm2 ligase inh,EBV gp42 block,p47phox inh,Runt-SMMHC FRET,zVAD death inh,14-3-3 Bad inh,Tb hexokinase
Cc1cc(C)n(-c2nc3ccccc3[nH]c2=O)n1,5.4,1.3,-17.8,1.9,-6.9,-1.7,0.1,6.2,-19.2
Cn1c(COc2ccccc2)nnc1SCC(=O)NCc1ccccc1,-0.6,-2.0,1.4,-5.3,-0.3,-1.3,-0.1,7.3[fluorescence artefact?],-8.5
Cc1nc2ccccc2c(=O)n1/N=C/c1c(O)ccc2ccccc12,23.5,8.2,-6.6,0.7,23.6,-0.9,2.4,19.2,-7.2
Cc1ccc(C(=O)NNC(=O)C2CCN(c3nc(C)cc(C)n3)CC2)cc1,-1.2,-0.2,-9.3,-11.6,-8.0,0.4,-0.4,12.6[fluorescence artefact?],1.8
N#C/C(C(=O)c1ccccc1)=C1/CCCN1,-0.1,0.3,2.0,-3.8,0.5,1.6,0.9,-0.8,-9.8
O=C(COc1ccccc1/C=C\c1nc(O)c([N+](=O)[O-])c(=O)[nH]1)Nc1ccccc1,21.9,-0.5,-1.8,-1.1,-20.0,2.1,3.1,-3.6,-3.3
CCCc1nc2oc3c(NCCN(C)C)ncnc3c2c2c1CCCC2,3.0,-1.0,-28.0,-11.3,-14.8,2.9,21.4,2.7,1.4
COc1ccc(NS(=O)(=O)c2ccc(NC(=O)c3ccc(N(C)S(C)(=O)=O)cc3)cc2)cc1,2.5,-0.9,-4.0,-15.4,-33.9,5.1,1.6,17.6[fluorescence artefact?],1.4
O=C(OCC(=O)c1ccccc1Br)c1ccncc1,-3.4,-0.2,-11.5,-19.2,-4.1,-2.8,0.3,3.0,-7.3
O=C(/C=C/c1cccc([N+](=O)[O-])c1)N(c1ccccn1)c1ccccn1,22.0,1.1,.,-1.9,-6.3,0.1,0.0,-2.9,-16.1
CCCc1ccc(/C=C2\C(=O)c3ccccc3C(O)=C2C(=O)OCC)cc1,-1.6,18.9,-12.6,17.3,2.8,38.8,-0.3,5.7,8.7
Cc1noc(C)c1S(=O)(=O)N1CCCC(C(=O)Nc2nccs2)C1 (centres undefined),1.6,3.4,-16.1,-10.4,-2.4,-2.1,2.5,1.6,-7.0
Cc1ccc(S(=O)(=O)N2CCCCC2)cc1NC(=S)NC(=O)c1ccco1,12.1,0.7,-7.3,-2.6,-5.4,-2.0,1.0,-4.5,-6.2
O=C(NC(=S)NCCc1ccc(Cl)cc1)c1ccco1,0.2,0.3,-9.2,-0.7,-9.7,0.2,1.8,0.7[fluorescence artefact?],-5.6
CCOc1ccc(Br)cc1/C=N/NC(=O)c1ccncc1,5.0,-1.9,-2.0,-0.5,-13.6,-1.2,1.0,-9.1,-14.2
COC(=O)C1(c2ccccc2)NC(c2cccs2)C2C(=O)N(C)C(=O)C21 (centres undefined),-0.2,-3.6,-6.0,-6.4,-12.1,-0.6,-0.4,-10.9[fluorescence artefact?],-11.4
CCOC(=O)C1(Cc2cccc(F)c2)CCN(Cc2nc(CC)[nH]c2C)CC1,7.9,-10.1,-11.2,-18.6,-41.6,-31.5,-0.6,-3.6,-5.9
CCOc1ccc(NS(=O)(=O)c2ccc3[nH]c(=O)c(=O)[nH]c3c2)cc1,21.2,-1.8,-4.5,-9.9,-6.2,-1.7,6.7,-12.7,-9.2
Cc1ccc2c(c1)N(CC(=O)NCc1ccco1)C(=O)C(C(C)C)O2 (centres undefined),22.0,0.4,.,-18.3,-1.4,2.2,-0.2,-2.4,-8.2
Cc1ccc(Cn2ccc(NC(=O)c3cc(-c4ccc(Cl)cc4)on3)n2)cc1,4.0,1.1,-1.3,-9.8,-7.7,1.9,1.1,5.3,0.4
O=C(O)CCN1C(=O)/C(=C\c2ccc(-c3nc4ccccc4s3)o2)SC1=S,1.7,24.2,-17.1,11.4,-104.2,2.1,0.0,17.2[fluorescence artefact?],0.5
O=C1/C(=C\c2ccco2)SC(=S)N1c1ccc(O)cc1,71.9*,21.9,-6.6,-11.4,-20.6,11.2,0.6,1.6,-1.8
O=C(CCCN1C(=O)/C(=C/c2ccccc2)SC1=S)Nc1cccc(O)c1,16.5,1.3,-10.5,-7.0,-20.7,2.5,5.3,2.2,9.1
Nc1nc(CSc2nc3ccccc3s2)nc(N2CCOCC2)n1,17.5,-1.8,-17.0,-20.0,-8.4,0.1,-1.2,2.6,-5.1
CCN1C(=O)C2(C(C#N)=C(N)Oc3n[nH]c(C(C)C)c32)c2ccccc21 (centres undefined),1.4,1.0,-20.8,-9.0,-6.1,-12.3,-0.2,-10.9,4.3
CCOC(=O)CSC1=NC(=O)CS1,-0.5,-5.2,-10.3,1.2,-13.7,-9.6,2.6,-10.5,-2.0
COC(=O)CCCC(=O)Nc1ccc(Cl)c(Cl)c1,8.3,1.4,-5.2,-7.0,-4.1,0.8,-0.5,16.6[fluorescence artefact?],-0.8
O=C(Nc1cccc(C(F)(F)F)c1)N1CCN(C(=O)Nc2cccc(C(F)(F)F)c2)CC1,0.7,2.0,-12.2,-0.8,-2.4,-5.8,-0.7,-17.3,-16.6
c1cncc(-c2csc(NCc3ccco3)n2)c1,-1.3,4.1,-0.1,-5.7,-4.3,3.3,0.1,-2.9,-3.2
CCOC(=O)c1c(-c2cccc([N+](=O)[O-])c2)csc1NC(=O)CCCOc1ccccc1OC,0.7,-5.8,4.2,-8.8,-14.2,3.9,0.2,-7.0,2.2
O=C1CN(C(=O)CCCc2c[nH]c3ccccc23)c2ccccc2N1,2.3,1.5,-20.2,-11.3,-20.8,6.6,-0.4,-8.2,-0.6
COc1cccc(NC(=O)C(=O)NCCCn2ccnc2)c1,19.3,-0.3,-9.2,-6.5,-4.3,-3.8,1.8,-11.0,3.7
O=C(c1cc(-n2cnnc2)ccc1Cl)N1CCN(c2nc(-c3ccccc3)cs2)CC1,-5.8,-0.4,-3.3,-10.8,-1.4,2.2,-0.5,-2.5,-13.3
CCn1nc(C)c(NS(=O)(=O)c2ccccc2)c1C,-0.4,0.8,-21.6,-1.6,-6.2,2.2,0.4,-10.2,-3.2
CC1=C(C)CC(C(=O)N2CCN(Cc3ccccc3)CC2)C(C(=O)O)C1 (centres undefined),-1.3,0.2,-6.6,-11.0,-12.5,-1.2,0.1,0.8[fluorescence artefact?],9.8
COC(=O)CN(n1cnnc1)S(=O)(=O)c1ccc(C)cc1,-0.7,0.7,-3.0,0.9,-4.6,0.0,-0.2,-3.3,-0.7
Cc1ccc(N=C2NC(=O)c3cc([N+](=O)[O-])ccc32)cc1,1.3,1.3,-9.6,27.9,-6.9,-3.2,-0.3,-3.1[fluorescence artefact?],-10.0
CCOC(=O)c1cccc(-n2c(C)cc(C=O)c2C)c1,1.2,-3.9,-4.7,-2.1,-2.4,3.5,0.8,-9.6,-5.1
CCCn1nnnc1NC(=O)COc1ccc(Cl)c(C)c1,-3.7,-1.1,-16.1,-5.4,0.1,-0.7,1.1,-5.4[fluorescence artefact?],9.4
CCOc1ccc(NS(=O)(=O)c2ccc(OCC(=O)N3CCCC3)cc2)cc1,-1.3,-0.4,-14.6,-7.7,-4.5,-3.5,0.2,-3.8,4.0
COc1cccc2c1C(=O)c1c(O)c3c(c(O)c1C2=O)C[C@@](O)(C(C)=O)C[C@@H]3O[C@H]1C[C@H](N)[C@H](O)[C@H](C)O1,8.4,-20.0,.,+,-253.4,-79.3,65.4,-14.5[fluorescence artefact?],-9.6
CCOC(=O)c1[nH]c2cc3c(cc2c1NC(=O)CN1CC(C)CC(C)C1)OCO3 (centres undefined),-0.2,-4.3,-6.7,-18.1,-10.2,3.1,-0.4,-7.5[fluorescence artefact?],-8.4
Brc1ccc(Oc2ncc(CN3CCN(c4ccccc4)CC3)s2)cc1,6.1,-2.4,-1.5,-20.3,2.6,0.4,0.9,3.1,0.5

From PubChem BioAssay
